rCAG RNA binder = binders of r(CAG) RNA repeats, primary screen, biochemical, fluorescence; r(CAG) RNA repeat, TO-PRO-1 dye displacement fluorescence; inhibition, % at 3 µM; 1.3% of 370,000 active; AID 651821, 2012;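 active = inhibition above the plate cutoff, the mean of all test compounds on that plate plus 3 SD, cut at about 35% in these data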;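 note: 0% = DMSO alone and 100% = 100 µM mitoxantrone as full dye displacement; higher means more dye released from RNA so lower well fluorescence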
PRMT1 FP inh = PRMT1 methyltransferase inhibitors, primary screen, biochemical, fluorescence polarization. 1.3% of 370,000 active. recombinant PRMT1, activity-based probe fluorescence polarization. AID 652257, 2013. Protein arginine N-methyltransferase 1 (Homo sapiens), Q99873. inhibition, % at 2.79 µM;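 active = inhibition above about 21% made by adding two undisclosed values, limit read from the data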
ABHD4 inh = ABHD4 inhibitors, primary screen, biochemical, fluorescence polarization, mouse | (Lyso)-N-acylphosphatidylethanolamine lipase (Mus musculus), Q8VD66 | purified mABHD4, FP-Rh probe fluorescence polarization | inhibition, % at 8.92 µM | 0.54% of 370,000 active;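 active = inhibition exceeding the mean over every tested compound plus 3 SD, cut at about 30% in these data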;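 note: 0% = plate median of compound wells and 100% = S159A mutant with DMSO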
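Doses – 8.92 µM, single dose · Material – wild-type mouse ABHD4 protein · Replication – single well per compound (singlicate) · Measure – percent inhibition of probe binding, normalized to plate controls · Schedule – 45 min compound pre-incubation plus 60 min probe step, 25 °C · Detection – fluorescence polarization with parallel and perpendicular emission, 525/598 nm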
LEDGF integ inh = blockers of LEDGF/p75-dependent integrase strand transfer – biochemical, TR-FRET, high throughput, primary screen. HIV-1 integrase (with human LEDGF/p75). TR-FRET IN-LEDGF/p75 DNA integration, Eu/Cy5. inhibition, % at 3.7 µM. 0.64% of 370,000 active;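 active = inhibition above the screen-wide mean plus 3 SD, cut at about 13% in these data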;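 note: signal is the Cy5 over europium emission ratio at 671 and 618 nm; 0% = plate median of compound wells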
TDP2 absorb = human TDP2 enzyme inhibitors, primary screen, biochemical, epi absorbance, recombinant enzyme. Tyrosyl-DNA phosphodiesterase 2 (Homo sapiens), O95551. 0.34% of 370,000 active. inhibition, % at 12.8 µM. T5PNP hydrolysis, p-nitrophenol absorbance 415 nm;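 active = inhibition above the mean of all tested compounds plus 3 SD, set per campaign, cut at about 25% in these data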;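 note: 0% = DMSO with enzyme and 100% = buffer with substrate but no TDP2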
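Read-out basis: percent inhibition. System: recombinant human TDP2. Buffer or medium: Mg2+-containing Tris-HCl buffer, pH 7.5. Repeats: single replicate. Timing: reaction 2 h, 37 °C. Benchmarks: high control without enzyme, low control DMSO plus TDP2. Probe or stimulus: 5 mM T5PNP. Doses: 12.8 µM only. Measured by: epi absorbance of p-nitrophenol freed from T5PNP by hydrolysis.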
TCR CD3 inh = inhibitors of human TCR-CD3 interaction, primary screen, biochemical, fluorescence, TAMRA-labeled TCR probe. T-cell receptor (TCR). AID 651800, 2012. inhibition, % at 9.4 µM. 0.37% of 360,000 active; in the data active = inhibition above about 19%;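 note: recombinant mutant TCR 2C K166C tagged with TAMRA read by polarization; 0% = receptor in buffer alone and 100% = receptor with positive control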
HTRA1 inh = HTRA1 serine protease inhibitors, primary screen, biochemical, fluorescence polarization, HTS | Q92743 | recombinant HTRA1, FP-rhodamine activity-based probe | inhibition, % at 5.96 µM | 0.5% of 340,000 active | AID 504803, 2011; in the data active = inhibition above about 36%;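 note: 0% = enzyme with DMSO and 100% = wells lacking enzyme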
Target sequence (Q92743 whole entry, looked up): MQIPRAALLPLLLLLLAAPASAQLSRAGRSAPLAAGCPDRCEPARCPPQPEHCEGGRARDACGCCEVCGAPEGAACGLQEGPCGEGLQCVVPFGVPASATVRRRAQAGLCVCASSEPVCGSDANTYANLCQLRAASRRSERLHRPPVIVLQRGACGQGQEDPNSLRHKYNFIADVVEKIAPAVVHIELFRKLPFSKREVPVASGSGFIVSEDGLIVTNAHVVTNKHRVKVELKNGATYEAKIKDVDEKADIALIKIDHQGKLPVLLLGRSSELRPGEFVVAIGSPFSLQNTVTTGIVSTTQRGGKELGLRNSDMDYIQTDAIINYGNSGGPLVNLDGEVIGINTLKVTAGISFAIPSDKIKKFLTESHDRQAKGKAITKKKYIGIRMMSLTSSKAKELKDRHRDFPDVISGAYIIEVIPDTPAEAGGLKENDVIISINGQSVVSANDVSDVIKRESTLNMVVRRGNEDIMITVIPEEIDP
PG9 binder = binders of HIV-1 gp120 antibody PG9, primary screen, biochemical, TR-FRET | 0.43% of 360,000 active | TR-FRET gp120-PG9 antibody binding | HIV-1 gp120 / PG9 antibody interaction | inhibition, % at 6.7 µM | AID 624416, 2012; in the data active = inhibition above about 8.5%
NR1D1 modulator = modulators of Rev-erb alpha DNA binding, primary screen, biochemical, FITC-DNA, fluorescence polarization, uHTS | Nuclear receptor subfamily 1 group D member 1 (Homo sapiens), P20393 | Rev-erbα–FITC-DNA binding, 90 min | activity, % at 10 µM | 0.79% of 370,000 active | AID 1259318, 2017;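 active = activity above about 14%, limit read from the data; passing the limit was not always enough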;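 note: 0% = DMSO wells with 35 nM protein and 100% = DMSO wells with 750 nM protein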
SIAE inh = human SIAE inhibitors, primary screen, biochemical, fluorescence polarization, FP-Rh probe, 1536-well HTS; Sialate O-acetylesterase (Homo sapiens), Q9HAT2; 0.69% of 370,000 active; SIAE FP-Rh probe binding; inhibition, % at 9.66 µM;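 active = inhibition above a cutoff: mean of compounds within the control limits plus 3 SD of those, cut at about 17% in these data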;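 note: 0% = plate median of compound wells and 100% = probe without SIAE protein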
Target sequence (Q9HAT2 whole entry, looked up): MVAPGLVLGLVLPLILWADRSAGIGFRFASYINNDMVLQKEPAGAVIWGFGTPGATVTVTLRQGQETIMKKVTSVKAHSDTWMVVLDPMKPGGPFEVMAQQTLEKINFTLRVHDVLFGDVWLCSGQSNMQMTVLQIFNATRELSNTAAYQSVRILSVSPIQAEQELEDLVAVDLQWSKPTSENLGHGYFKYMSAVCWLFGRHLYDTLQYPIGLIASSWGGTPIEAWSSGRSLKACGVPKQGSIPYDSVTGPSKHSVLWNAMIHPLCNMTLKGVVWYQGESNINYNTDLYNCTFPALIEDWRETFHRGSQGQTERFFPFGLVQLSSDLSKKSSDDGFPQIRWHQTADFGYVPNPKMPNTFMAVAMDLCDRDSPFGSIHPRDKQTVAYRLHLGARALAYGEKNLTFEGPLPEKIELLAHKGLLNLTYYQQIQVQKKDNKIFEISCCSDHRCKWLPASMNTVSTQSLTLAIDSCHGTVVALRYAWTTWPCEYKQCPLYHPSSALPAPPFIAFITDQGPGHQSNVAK
An asterisk follows results filed as active; · = no result given. Some of the compounds tested; the hit share may differ from the screen's.

SMILES	rCAG RNA binder	PRMT1 FP inh	ABHD4 inh	LEDGF integ inh	TDP2 absorb	TCR CD3 inh	HTRA1 inh	PG9 binder	NR1D1 modulator	SIAE inh
Nc1c(N(CCO)C(=O)COc2ccc(Cl)cc2)c(=O)[nH]c(=O)n1Cc1ccccc1	5	2	0	-2	-3	-8	-5	-1.2	3	-1
Cc1ccc(C(=O)Cn2c(NCCO)nc3ccccc32)cc1	-1	-2	7	2	11	7	0	-0.1	3	3
O=C(C(=O)N1CCN(c2cccc(Cl)c2)CC1)c1c[nH]c2ccccc12	4	-2	-20	2	6	-5	-19	-0.8	6	5
CN1C(C(=O)Nc2ccc(F)cc2F)=CC(c2ccco2)=NS1(=O)=O	5	2	-1	4	3	-5	2	-0.7	-5	5
O=S1(=O)c2ccc(N3CC[C@@H](O)C3)cc2O[C@@H]2CCN1C2	5	3	1	0	-2	·	·	·	4	0
Cc1ccccc1CNC(=O)c1cccc2c1C(=O)N(Cc1cccnc1)C2	0	4	-6	-6	1	·	·	·	-2	2
Fc1cc(Cl)cc2ccc(-c3ccccc3)nc12	3	-4	-2	2	-8	4	·	2.3	-4	-4
CCOc1ccccc1NC(=O)CSc1nnc2ccc(-c3ccncc3)nn12	-5	1	-2	-1	12	5	-2	1.9	-2	-2
N#C/C(=C(/O)c1ccc(F)cc1)c1nc2ccccc2s1	4	-3	3	3	-2	1	4	-1.2	5	-6
CCN(CC)C(=O)CN1C(=O)C(=O)c2ccccc21	2	-1	-3	4	-4	3	1	-3.8	3	1
C=CCn1c(=NC(=O)CN2C(=O)CCC2=O)sc2cc(S(N)(=O)=O)ccc21	12	10	1	-2	0	3	3	-1.2	2	8
C(=C\c1ccccc1)/C=N/n1cnnc1	6	1	5	1	-4	10	2	-1.9	-4	9
C=CCn1c(C(c2ccccc2)c2ccccc2)n[nH]c1=S	5	-2	-4	-2	3	-2	0	-2.0	0	0
CC(C)[C@H](CO)Nc1nc(Nc2ccc(Cl)c(C(=O)O)c2)c2ncn(C(C)C)c2n1	14	6	-13	2	-11	3	6	0.7	-1	-3
O=C(Nc1cccc(F)c1)c1ccc(Cn2cc([N+](=O)[O-])cn2)o1	-3	2	4	-4	5	-1	2	-0.9	0	-5

Four neighbouring entries out of the list so far, for reference:
SMILES	rCAG RNA binder	PRMT1 FP inh	ABHD4 inh	LEDGF integ inh	TDP2 absorb	TCR CD3 inh	HTRA1 inh	PG9 binder	NR1D1 modulator	SIAE inh
C(=C\c1ccccc1)/C=N/n1cnnc1	6	1	5	1	-4	10	2	-1.9	-4	9
C=CCn1c(C(c2ccccc2)c2ccccc2)n[nH]c1=S	5	-2	-4	-2	3	-2	0	-2.0	0	0
CC(C)[C@H](CO)Nc1nc(Nc2ccc(Cl)c(C(=O)O)c2)c2ncn(C(C)C)c2n1	14	6	-13	2	-11	3	6	0.7	-1	-3
O=C(Nc1cccc(F)c1)c1ccc(Cn2cc([N+](=O)[O-])cn2)o1	-3	2	4	-4	5	-1	2	-0.9	0	-5

Remaining list, next part:
SMILES	rCAG RNA binder	PRMT1 FP inh	ABHD4 inh	LEDGF integ inh	TDP2 absorb	TCR CD3 inh	HTRA1 inh	PG9 binder	NR1D1 modulator	SIAE inh
CCn1cc(C2=NC(CCSC)CO2)c2ccccc21 (stereo unspecified)	-6	1	4	0	6	-3	6	-0.8	-2	1
Cc1c(N=Cc2ccccn2)c(=O)n(-c2ccccc2)n1C	-3	2	0	-1	-2	-2	3	-1.6	-3	1
Cc1ccc(Cc2c(-c3ccc(F)cc3)nc3ccc(Br)cn23)cc1	31	4	-3	3	4	-3	·	1.0	4	-2
CC1(C)NC(=O)N(CC(=O)OCC(=O)Nc2cccc(S(N)(=O)=O)c2)C1=O	-1	-2	6	0	9	-5	-6	0.4	3	1
Cn1cnc([N+](=O)[O-])c1Sc1nc(N)nc2c1ncn2C1OC(CO)C(O)C1O (stereo unspecified)	2	-1	0	1	2	-3	-2	-1.6	-4	-1
Cc1ccc(NC(=O)C(C)OC(=O)CCNS(=O)(=O)c2ccc(C)cc2)cc1 (stereo unspecified)	-1	-1	-6	-2	-2	8	0	0.6	3	-5
CCNc1nc(NC(C)C)nc(OCCOC(=O)Nc2ccccc2)n1	-6	-2	1	1	4	5	-8	-1.8	-1	-4
COc1cccc2c1OC1(C)CC2NC(=O)N1c1cccc(C(=O)N2CCN(c3ccccc3)CC2)c1 (stereo unspecified)	-10	2	2	-5	-7	-2	-4	-1.2	-4	-9
N#CNC(=Nc1cccc(F)c1)SCc1ccccc1F	11	4	-6	2	-8	-5	4	-1.3	2	7
Cc1ccc2c(C(=O)CN3CCN(C(=O)c4ccco4)CC3)c(C)[nH]c2c1	-6	-2	0	-2	3	1	·	-1.7	0	0
Cc1ccc(NC(=O)c2ccccc2NC(=O)c2cccs2)cc1	2	1	0	1	18	0	-21	-0.1	2	0
COC(=O)/C=C/S(=O)(=O)c1ccc(NC(C)=O)cc1	3	73*	-1	1	-8	-1	1	0.1	6	4
Brc1cccc(OCCN2CCc3ccccc3C2)c1	-8	-1	4	2	-6	0	-11	-1.7	1	-2
CN(C)c1ccc(CN(CC2CCCO2)C(=O)c2cc3ccccc3o2)cc1 (stereo unspecified)	-5	0	2	2	5	5	-2	-1.6	-14	20*
CCOC(=O)Nc1ccc(C)cc1Br	-2	0	1	-2	0	-3	8	-0.2	4	2
C/C(Nc1ccc(F)cc1)=C(/C#N)C(N)=O	-2	1	-3	4	4	-3	1	1.7	-1	3
Cc1cc(C(=O)CCl)c(C)n1Cc1ccco1	0	10	8	-3	2	3	2	1.2	-19	12
CC1CCCCN1C(=O)COC(=O)c1cc([N+](=O)[O-])ccc1N1CCOCC1 (stereo unspecified)	-6	0	2	-5	-18	8	1	0.5	-2	4
COc1cccc(S(=O)(=O)NCC(=O)N2CCCCCC2)c1	-1	-3	-4	3	-10	10	3	1.9	1	6
NC(=O)COc1ccc(=O)n(-c2ccccc2)n1	1	-3	2	1	1	2	1	0.7	-2	-6
CCOc1ccccc1NC(=O)CCCc1ccc(OC)c(C)c1	-8	-1	-4	0	8	3	-6	-0.6	6	7
COc1ccc(-c2coc3c(C(=O)Nc4cccc(C(C)=O)c4)cccc23)c(C)c1	5	3	-11	1	4	6	·	0.5	5	-19
O=C(N1CCCC1)N1CCN(S(=O)(=O)c2ccccc2)CC1	0	-4	1	3	-18	-7	1	-3.2	2	1
CCOC(=O)C1CCCN(C(=S)Nc2ccc(OC)cc2)C1 (stereo unspecified)	0	10	-3	-1	-10	-8	2	1.6	0	-4
CC(Sc1nnc(CNC(=O)c2ccccc2F)n1C)C(=O)Nc1nccs1 (stereo unspecified)	1	-2	-2	0	5	-5	3	-2.9	-6	-3
COc1ccc(CNS(=O)(=O)c2c(C)[nH]c(C)c2C(=O)N2CCCCC2)cc1	-1	2	1	-1	6	1	-3	1.0	-2	3
CCn1c(N)c(C(=O)NCC2CCCO2)sc1=S (stereo unspecified)	-1	8	4	-1	3	2	7	0.8	0	1
CC1(C)CC2CC(C)(CN2S(=O)(=O)c2cccc(C(N)=O)c2)C1 (stereo unspecified)	-1	-1	-1	0	-1	-2	8	-1.6	2	-6
COc1ccc(S(=O)(=O)N2CCC3CC2c2c(-c4ccc(C(F)(F)F)cc4)cccc23)cc1 (stereo unspecified)	2	-1	8	-1	-3	0	·	-1.3	2	-8
Cc1ccccc1-c1nc(CN2CCC(C(=O)NCc3cccnc3)CC2)c(C)o1	5	2	1	-2	-3	0	4	2.2	-2	-7
COc1cc(C2/C(=C(/O)c3ccccc3)C(=O)C(=O)N2c2ccccn2)ccc1O (stereo unspecified)	7	6	3	-6	11	-7	·	-0.6	2	1
Nc1ccccc1NC(=O)NC(=O)c1ccccc1	2	-4	-3	3	-11	1	5	-2.1	-6	5
O=[N+]([O-])c1cc(Cl)ccc1Sc1ccccn1	-3	1	5	-1	8	-15	-5	-0.9	-1	5
O=C(COC(=O)C1CC(=O)N(Cc2ccccc2)C1)Nc1ccc(Cl)cc1F (stereo unspecified)	-4	-5	-4	6	5	4	3	0.5	-2	6
CC[C@@H](C)CN1C(=O)N[C@@H](CCc2ccccc2)C(C(C)=O)=C1C	0	-2	6	-3	-3	10	1	0.7	-1	1
C[C@@H]1COC(=O)[C@@H](NC(=O)OCC2c3ccccc3-c3ccccc32)C/C=C\C[C@@H](CC(=O)N(CCO)Cc2ccccc2)C(=O)N1	3	3	1	0	-10	-1	4	1.1	-2	9
O=C(Nc1ccc(N2CCOCC2)nc1)c1ccc(C(F)(F)F)cc1	-5	-1	0	3	14	1	9	-0.9	0	3
CN1CCN(/N=C/c2ccc(Cl)c(Cl)c2)CC1	-2	-2	-19	0	3	-5	5	1.7	-2	13
CCOc1cc(/C=C2\CN(C)C/C(=C\c3ccc(O)c(OCC)c3)C2=O)ccc1O	1	3	8	-4	11	-3	11	-4.0	-2	5
Cc1ccc(C)c(NC(=O)c2cc3ccccc3o2)c1	0	-1	-8	1	-4	-5	-7	-2.2	-1	-1
O=C(COc1ccc(F)cc1)N1c2ccccc2CCc2ccccc21	0	4	0	-3	8	0	-12	1.2	8	2
O=C(Nc1cccc(S(=O)(=O)N2CCCCC2)c1)C1CC(=O)N(Cc2ccccc2)C1 (stereo unspecified)	7	-1	4	-3	-10	1	-2	-2.6	-4	4
O=C1C(NS(=O)(=O)c2cccs2)=C(N2CCN(c3cccc(C(F)(F)F)c3)CC2)C(=O)c2ccccc21	26	10	43*	2	6	0	45*	-1.7	0	3
Nc1nc(N)nc(-c2ccccc2)n1	2	-1	7	0	3	1	0	0.2	-4	2
Fc1ccccc1-c1nc2nc3ccccc3nc2n1CC1CCCO1 (stereo unspecified)	-5	2	1	12	-6	-2	-3	0.1	1	-1
Cc1cccc(C2Nc3ccccc3C(=O)N2NC(=O)c2ccc([N+](=O)[O-])cc2)n1 (stereo unspecified)	3	1	1	-3	15	1	4	0.2	3	4
COc1ccc(C(CC(=O)Nc2ccccc2OC)n2cccc2)cc1 (stereo unspecified)	-4	0	1	-2	-1	5	1	-2.4	1	-4
COc1cccc2sc(N(CCCN(C)C)C(=O)C(c3ccccc3)c3ccccc3)nc12	24	3	12	-4	-25	-5	-13	-0.9	-1	5
